Diaphorase act = compounds boosting diaphorase resazurin reduction – biochemical, uHTS, resorufin fluorescence, counter-screen for diaphorase-coupled primary assays, primary screen. 0.005% of 190,000 active. activation factor at 20 µM. Diaphorase/resazurin coupled assay, 16 min; stronger effect = higher value; 1 = vehicle wells, 0 = NADH-free wells. AID 1229, 2008;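 active = diaphorase activity raised at least twofold by the compound at 20 µM; inactive = activation factor below 2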
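Material: purified diaphorase enzyme from Clostridium kluyveri / Medium: HEPES pH 7.4 buffer with MgCl2 and Tween 20 / Schedule: enzyme reaction of 16 min at room temperature / Measured by: resorufin fluorescence, excitation 544 nm, emission 590 nm / Evaluation: rise in resorufin formation, marking diaphorase activation or chemical reduction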
S1P3 antag = S1P3 receptor antagonists, primary screen, cell-based; Sphingosine 1-phosphate receptor 3 (Homo sapiens), Q99500; CHO S1P3 NFAT-BLA reporter, FRET fluorescence, antagonist mode; inhibition, % at 4.98 µM; 0.27% of 170,000 active; AID 485, 2006;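 active = inhibition above the plate cutoff, the mean inhibition of test wells on that plate plus 3 SD, cut at about 28% in these data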;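 note: cells challenged with S1P at its EC80 of 0.8 µM; blue over green emission ratio from cleaved BLA substrate after 4 h stimulation; 0% = S1P-stimulated wells and 100% = unstimulated DMSO-only wells; some compounds past the cut are filed as inactive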
Target sequence (Q99500 whole entry, looked up): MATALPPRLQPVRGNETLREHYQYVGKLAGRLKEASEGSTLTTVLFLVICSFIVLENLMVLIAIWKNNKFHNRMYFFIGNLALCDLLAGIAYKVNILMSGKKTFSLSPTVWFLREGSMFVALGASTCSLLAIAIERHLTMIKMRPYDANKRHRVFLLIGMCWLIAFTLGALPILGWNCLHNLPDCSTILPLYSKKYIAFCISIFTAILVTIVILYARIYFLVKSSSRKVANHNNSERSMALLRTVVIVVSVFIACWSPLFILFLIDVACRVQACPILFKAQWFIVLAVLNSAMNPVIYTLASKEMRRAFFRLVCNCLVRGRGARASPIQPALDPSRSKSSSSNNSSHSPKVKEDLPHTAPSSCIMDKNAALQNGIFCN
Lmaj promast = Leishmania major promastigote growth inhibition, primary screen; Leishmania major promastigotes, resazurin fluorescence viability; 9% of 200,000 active; inhibition, % at 10 µM;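 note: promastigotes grown with compound for 44 hours at 28 °C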
TLR4-MyD88 BLA = inhibitors of TLR4-MyD88 association in cells, primary screen, cell-based, HeLa CL3-4, BLA complementation, FRET ratio. Toll-like receptor 4 (Homo sapiens) + Myeloid differentiation primary response protein …. HeLa CL3-4 TLR4/MyD88 BLA complementation. inhibition, % at 8.4 µM. 0.18% of 200,000 active. AID 861, 2007; in the data active = inhibition above about 25%;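 note: 0% = vehicle and 100% = reference inhibitor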
PMI act satM6P = human PMI activators, high substrate, primary screen, biochemical, fluorescence intensity, near-saturating mannose 6-phosphate; activation factor at 20 µM; Mannose-6-phosphate isomerase (Homo sapiens), P34949; coupled PMI enzyme assay, resazurin fluorescence, 20 min; stronger effect = higher value; 1 = untreated enzyme, 0 = substrate-free blank; 0.34% of 190,000 active;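 active = activation factor of 2 or more at 20 µM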
Target sequence (P34949 whole entry, looked up): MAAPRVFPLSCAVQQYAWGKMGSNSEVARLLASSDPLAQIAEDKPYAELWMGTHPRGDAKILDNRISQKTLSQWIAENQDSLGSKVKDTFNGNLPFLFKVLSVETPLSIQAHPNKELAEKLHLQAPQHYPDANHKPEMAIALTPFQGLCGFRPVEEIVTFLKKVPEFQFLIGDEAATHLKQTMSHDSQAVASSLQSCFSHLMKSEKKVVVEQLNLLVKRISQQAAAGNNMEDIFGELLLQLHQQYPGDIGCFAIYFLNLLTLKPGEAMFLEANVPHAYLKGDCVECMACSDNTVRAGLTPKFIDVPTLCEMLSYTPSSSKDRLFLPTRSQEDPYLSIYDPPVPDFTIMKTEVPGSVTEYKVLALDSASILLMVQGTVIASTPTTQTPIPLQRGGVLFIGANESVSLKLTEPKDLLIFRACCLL
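Test system: human phosphomannose isomerase with PGI, G6PDH, diaphorase coupling enzymes; Amount: PMI at 15 ng/mL final; Reagent: Mannose-6-phosphate 1.0 mM (near-saturating) plus 0.22 mM NADP+; Timing: 20 min, room temperature; Technique: resorufin fluorescence at Ex 544/Em 590 nm; Dosing: 20 µM single dose.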
Redox H2O2 prof = compounds producing H2O2 with reducing agent – biochemical, NIH compound library profiling, artefact control for MLSCN library redox annotation, primary screen. DTT-dependent redox cycling H2O2, phenol red/HRP absorbance; 100% = 100 µM peroxide control, 0% = buffer. activation, % at 10 µM. 0.03% of 200,000 active. AID 878, 2007;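 active = activation of at least 50% relative to the plate's high and low controls in the primary single-dose screen; inactive = activation below 50%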;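 note: compound incubated with DTT at 0.8 mM final as the reducing agent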
Diaph inh CS = diaphorase inhibitors and chemical oxidizers, primary screen, counter-screen for diaphorase-coupled primary assays, biochemical, uHTS, resorufin fluorescence; diaphorase resazurin-to-resorufin fluorescence, NADH, 16 min; bacterial (C. kluyveri) enzyme, not human; 0.69% of 190,000 active; inhibition, % at 20 µM;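 active = primary screen inhibition at 20 µM above a set limit, cut at about 50% in these data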;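 note: plate controls were DMSO with full reaction for no effect and wells lacking NADH for full effect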
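Assay system: diaphorase enzyme from Clostridium kluyveri; Input: enzyme working solution with 0.14 U/mL diaphorase; Timing: 16 min at room temperature; Technique: resorufin fluorescence, excitation 544 nm, emission 590 nm; Benchmarks: positive control minus NADH, DMSO neutral control.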
G6PDH CS = L. mesenteroides G6PDH inhibitors, counter-screen for G6PDH-coupled screening assays, biochemical, Leuconostoc mesenteroides enzyme; Purified L. mesenteroides G6PDH, diaphorase/resazurin coupled fluorescence, 45 min; inhibition, % at 5 µM; 0.12% of 200,000 active; AID 1020, 2008
RAM network inh = inhibitors of the yeast RAM network, primary screen, dse1pr::URA3 reporter, 5-FOA selection; S. cerevisiae dse1pr::URA3 reporter, 5-FOA growth OD615, 2 d; analog-sensitive cbk1-as2 kinase mutant strain; inhibition, % at 50 µM; 1.8% of 190,000 active; AID 868, 2007;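 active = inhibition above a set limit, 3 SD over mean compound inhibition, cut at about 8.4% in these data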;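 note: 0% = DMSO-only wells with no growth and 100% = 10 µM 1-NA-PP1 full growth; inhibition rescues growth on 5-FOA so higher OD means more RAM inhibition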
PMI activator = activators of human PMI, primary screen, biochemical, fluorescence intensity, near-Km mannose 6-phosphate; Mannose-6-phosphate isomerase (Homo sapiens), P34949; purified human PMI, coupled resazurin fluorescence, 20 min; stronger effect = higher value; 1 = vehicle control, 0 substrate-free wells; activation factor at 20 µM; 0.005% of 190,000 active; AID 1214, 2008;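 active = activation factor of 2 or more at 20 µM, relative to plate controls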
Hsp70 act = Hsp70 transcriptional activators, primary screen, cell-based, HeLa, Hsp70 promoter luciferase, luminescence, 10 µM. HeLa Hsp70 promoter luciferase reporter; scaled: vehicle 0, proteasome-inhibitor control 100%. activation, % at 10 µM. 0.04% of 200,000 active. AID 1203, 2008;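 active = activation above the mean across all tested compounds plus 3 SD, cutoff set per campaign, cut at about 5.5% in these data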;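 note: 100% = MG132 at 30 µM as the positive control and 0% = DMSO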
* = called active by the depositor; . = no result given. Cut-off read from the data, not from the text of the source, unless noted: active = inhibition above about 50%; inactive = the rest.

The line under a structure holds: Diaphorase act | S1P3 antag | Lmaj promast | TLR4-MyD88 BLA | PMI act satM6P | Redox H2O2 prof | Diaph inh CS | G6PDH CS | RAM network inh | PMI activator | Hsp70 act
O=c1cc(NCCO)c2ccccc2o1
    0.9 | . | 0 | -15 | 1 | 0.9 | 8 | -4 | 1.1 | 1.1 | -0.2
COc1ccccc1CN1C[C@@H]2C[C@@H](c3ccccc3C)N3CCC[C@@]23C1=O
    0.8 | -7 | 25 | -8 | 0.9 | -1.1 | 15 | 1 | -0.7 | 0.9 | -0.4
CCOc1ccccc1NC(=O)c1c(NC(=O)CCC(=O)O)sc2c1CCCCC2
    0.8 | -15 | -7 | -2 | 2.1* | -1.1 | 15 | 7 | 0.9 | 1.6 | -0.1
C=CCn1c(SCC(=O)NCc2ccccc2)nnc1-c1ccccc1O
    0.9 | 5 | -3 | 0 | 0.8 | 0.0 | 14 | 6 | 1.1 | 0.8 | -0.2
Cc1cc(C(F)F)n2nc(C(=O)Nc3sc4c(c3C(N)=O)CCC4)nc2n1
    0.8 | 3 | 7 | -8 | 0.9 | 0.0 | 21 | -17 | 3.0 | 0.9 | -0.4
O=C(COc1ccc(Cl)cc1)Nc1ncc([N+](=O)[O-])s1
    1 | -8 | 11 | 2 | 1.1 | -1.6 | 0 | 7 | 3.5 | 1.2 | -0.4
O=C(CCS(=O)(=O)c1ccc(Br)s1)NCc1ccccc1
    0.8 | . | -5 | -3 | 1 | 0.1 | 17 | -7 | 0.7 | 0.9 | -0.3
CC(=O)NC(Cc1ccc(F)c(F)c1)C(=O)NC1CCN(c2c(Cc3ccccc3)c(C)nc3ncnn23)CC1 (stereo not drawn)
    . | -21 | 4 | -7 | . | 0.1 | . | 12 | -1.2 | . | -0.1
CCCCC(=O)Nc1cc([N+](=O)[O-])ccc1F
    0.9 | 3 | 6 | -10 | 1 | -0.3 | 8 | 0 | 1.2 | 1 | -0.1
COc1cccc(C2CC(C(F)(F)F)n3ncc(C(=O)NCc4ccco4)c3N2)c1 (stereo not drawn)
    0.8 | 5 | -4 | -2 | 0.9 | -0.1 | 22 | 8 | 0.5 | 0.8 | -0.1
CCOC(=O)N1CCN(Cc2nc3c(c(=O)n(C)c(=O)n3C)n2CCC(C)C)CC1
    1 | -16 | 0 | 9 | 1.1 | -3.9 | -1 | 2 | -0.7 | 1 | -0.3
CCOC(=O)c1sc2nc(C)cc(C)c2c1NC(=O)c1ccco1
    0.8 | 27 | 4 | 3 | 1 | 1.0 | 23 | 1 | 0.5 | 0.9 | 0.4
Cc1ccc(N2C(=O)CSC23C(=O)Nc2ccccc23)cc1 (stereo not drawn)
    0.9 | -11 | 2 | -10 | 1 | -0.3 | 8 | -7 | 0.2 | 0.9 | -0.2
CC(C(N)=O)N1C(=O)C2C3C=CC(C3)C2C1=O (stereo not drawn)
    0.9 | -6 | -4 | 6 | 1 | 2.4 | 6 | 6 | 2.0 | 1 | -0.3
CCCNC(=O)C(=O)NCCC1=CCCCC1
    1.1 | . | -2 | 1 | 1 | 0.2 | -10 | 1 | 0.4 | 1 | -0.2
COc1ccc(NC(=O)c2cccs2)cc1O
    0.8 | 6 | -5 | 2 | 0.6 | -2.9 | 19 | 17 | -1.1 | 0.8 | -0.3
NC(=O)c1cccc(C(N)=O)n1
    1 | -24 | -5 | -7 | 1 | 5.2 | 2 | -2 | -1.7 | 1 | -0.2
CC(C)(C)C1CCc2c(sc(NC(=O)CSc3ncn[nH]3)c2C#N)C1 (stereo not drawn)
    0.8 | . | 4 | -10 | 0.8 | 0.3 | 23 | 6 | 0.2 | 0.8 | -0.1
Cc1cnc(C(=O)Nc2nccs2)cn1
    1.1 | . | -3 | -4 | 1.1 | 2.4 | -9 | 5 | -0.7 | 1.1 | -0.3
Oc1c(C(c2ccccn2)N2CCOCC2)ccc2cccnc12 (stereo not drawn)
    0.5 | 9 | 5 | 5 | 0.4 | 0.6 | 49 | 51* | 0.1 | 0.4 | -0.4
C=CCN1CCN(C(c2ccc(OC)c(OC)c2)c2nnnn2C(C)(C)C)CC1 (stereo not drawn)
    1 | -4 | -10 | 5 | 1.1 | -2.1 | 3 | 0 | -0.9 | 1.1 | 0.0
CCOC(=O)c1c(NC(=O)CSc2nnc(-c3ccccc3C)n2C)sc(C(C)=O)c1C
    0.7 | -11 | 73* | 1 | 1.1 | 1.3 | 32 | 0 | 7.8 | 1 | -0.1
CCOC(=O)CSc1n[nH]c(NC(=O)c2cccc(C)c2)n1
    0.9 | . | 4 | 4 | 1.1 | 2.6 | 11 | 8 | 0.2 | 1.1 | 0.1
CN1CCN(C(=O)C(N)Cc2ccccc2)CC1 (stereo not drawn)
    0.9 | -7 | 6 | -8 | 0.9 | -0.2 | 13 | 0 | -1.5 | 1 | -0.3
CCc1ccc(C(=O)CSc2n[nH]c(C)n2)cc1
    1 | -55 | -9 | 0 | 0.6 | -2.3 | -2 | 4 | -0.5 | 1.1 | -0.2
Cc1cccc(NC(=O)COc2ccc3oc4c(c3c2)CCCC4)n1
    0.9 | . | 8 | -4 | 1 | 0.5 | 13 | -1 | -1.5 | 1 | -0.3
O=C(/C=C/Nc1ccc(F)c(F)c1)c1cccs1
    0.8 | 8 | -5 | 3 | 1.1 | 0.5 | 16 | -8 | 4.5 | 1 | 0.0
COc1ccc2c(c1)/C(=N/N1C(=O)c3ccccc3C1=O)C(=O)N2
    1.1 | 0 | -7 | 1 | 1.2 | 2.2 | -13 | 8 | 3.2 | 1.3 | 0.0
C=CCSc1nnc(CSc2nc3sc4c(c3c(=O)[nH]2)CCCC4)n1-c1ccccc1
    0.8 | 7 | -3 | -4 | 0.9 | 0.3 | 20 | 2 | 3.1 | 0.9 | 0.3
Cn1c(N2CCCCC2)nc2c1c(=O)[nH]c(=O)n2C
    1.1 | -12 | 3 | -1 | 1.1 | 4.0 | -5 | 10 | -0.9 | 1.1 | 0.1

At a glance, part of the list above:
The line under a structure holds: Diaphorase act | S1P3 antag | Lmaj promast | TLR4-MyD88 BLA | PMI act satM6P | Redox H2O2 prof | Diaph inh CS | G6PDH CS | RAM network inh | PMI activator | Hsp70 act
O=c1cc(NCCO)c2ccccc2o1
    0.9 | . | 0 | -15 | 1 | 0.9 | 8 | -4 | 1.1 | 1.1 | -0.2
COc1ccccc1CN1C[C@@H]2C[C@@H](c3ccccc3C)N3CCC[C@@]23C1=O
    0.8 | -7 | 25 | -8 | 0.9 | -1.1 | 15 | 1 | -0.7 | 0.9 | -0.4
CCOc1ccccc1NC(=O)c1c(NC(=O)CCC(=O)O)sc2c1CCCCC2
    0.8 | -15 | -7 | -2 | 2.1* | -1.1 | 15 | 7 | 0.9 | 1.6 | -0.1

Carrying on:
The line under a structure holds: Diaphorase act | S1P3 antag | Lmaj promast | TLR4-MyD88 BLA | PMI act satM6P | Redox H2O2 prof | Diaph inh CS | G6PDH CS | RAM network inh | PMI activator | Hsp70 act
CCCc1nc2ccccc2c(=O)n1/N=C/c1ccccc1O
    0.9 | 3 | -3 | -5 | 1 | -0.3 | 9 | 1 | 2.2 | 1.1 | -0.1
CCOc1ccc(C2N(c3ccc(F)cc3)C(=O)C3CCCN32)cc1OC (stereo not drawn)
    0.9 | 6 | -5 | -9 | 1.1 | -0.8 | 9 | 0 | 0.1 | 1 | -0.2
COc1ccc(C(C)(C)C)cc1NC(=O)COC(=O)c1ncc(Cl)c(Cl)c1Cl
    0.8 | 1 | -1 | 6 | 0.9 | 0.3 | 24 | -53 | 7.2 | 0.9 | -0.2
CCC(C)(C)n1nnnc1C(c1ccncc1)N1CCN(c2cccc(OC)c2)CC1 (stereo not drawn)
    0.9 | -12 | 54* | 9 | 0.9 | -4.1 | 13 | -7 | 0.5 | 0.9 | -0.1
COc1ccccc1N(CC(=O)NCC1CCCO1)C(=O)CNS(=O)(=O)c1ccc(C)cc1 (stereo not drawn)
    0.9 | . | -7 | -4 | 1 | 1.6 | 13 | 7 | 0.6 | 1 | -0.3
Cc1ccc2nc(SCC(=O)NCc3cccs3)c(C#N)cc2c1
    0.9 | . | -3 | 8 | 1 | -4.1 | 6 | 3 | 1.1 | 1 | -0.4
O=C(c1ccc(N2CCCCCC2)c([N+](=O)[O-])c1)N1CCc2ccccc21
    0.9 | -5 | 89* | -17 | 1 | 0.6 | 8 | -10 | 3.8 | 0.9 | -0.4
CCCCCCC(=O)NN1CCN(C)CC1
    0.9 | . | -5 | -1 | 1 | 0.0 | 7 | 11 | 1.9 | 1 | -0.5
CCOC(=O)c1cc(C#N)c(N2CCN(c3ccccn3)CC2)nc1-c1ccccc1
    0.9 | -2 | -1 | -3 | 0.8 | -0.5 | 11 | 3 | -0.6 | 0.8 | -0.3

3 compounds from above, arranged by length of the SMILES, high to low.
The line under a structure holds: Diaphorase act | S1P3 antag | Lmaj promast | TLR4-MyD88 BLA | PMI act satM6P | Redox H2O2 prof | Diaph inh CS | G6PDH CS | RAM network inh | PMI activator | Hsp70 act
COc1ccc(C(C)(C)C)cc1NC(=O)COC(=O)c1ncc(Cl)c(Cl)c1Cl
    0.8 | 1 | -1 | 6 | 0.9 | 0.3 | 24 | -53 | 7.2 | 0.9 | -0.2
CCOc1ccc(C2N(c3ccc(F)cc3)C(=O)C3CCCN32)cc1OC (stereo not drawn)
    0.9 | 6 | -5 | -9 | 1.1 | -0.8 | 9 | 0 | 0.1 | 1 | -0.2
CCCCCCC(=O)NN1CCN(C)CC1
    0.9 | . | -5 | -1 | 1 | 0.0 | 7 | 11 | 1.9 | 1 | -0.5
